Source: PubChem (National Center for Advancing Translational Sciences (NCATS))
Giardia killer = Giardia lamblia killing; Giardia lamblia trophozoite viability; activity change, % at 7.66 µM, hits read low; 340,000 tested, 0.15% active; in the data active = activity change below about -80%; inconclusive = between about -30% and that limit;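 also: parasites exposed to compound for two days anaerobically before the ATP read; % is scaled to controls: 0 for no effect and ±100 for the full control effect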
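Luminescence from cellular ATP indicates surviving trophozoites (100 cells/well) following 48 hrs anaerobic compound treatment at 37 deg C; signal develops 15-30 min at room temperature.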
Gal4-VP16 FLuc = Gal4-VP16 reporter inhibition counter-screen; Drosophila S2 Gal4-VP16 UAS-luciferase, luminescence, 20 h; Potency, µM (series often up to 53.6 µM), inactives show top-dose activity, negative = inhibition, usual class: inhibitors; 310,000 tested, 3.5% active; AID 2546;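 also: Gal4-VP16 expression switched on by copper sulfate through the metallothionein promoter; potency is read from the fitted curve at half-maximal effect; % is scaled to controls: 0 for no effect and ±100 for the full control effect; nearly all actives have a fitted effect of over 50% in size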
FLuc modulator = firefly luciferase modulation, counter-screen for miR-21 project. purified FLuc, Km substrates, luminescence inhibition. Potency, µM (series often up to 57.5 µM), for the others: at the top dose activity change, negative = inhibition, usual class: inhibitors. P08659. 360,000 tested, 6.9% active;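 also: potency is read from the fitted curve at half-maximal effect; plate controls were vehicle for no effect and reference inhibitor for full effect; nearly all actives have a fitted effect of over 55% in size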
Target sequence (P08659 whole entry, looked up): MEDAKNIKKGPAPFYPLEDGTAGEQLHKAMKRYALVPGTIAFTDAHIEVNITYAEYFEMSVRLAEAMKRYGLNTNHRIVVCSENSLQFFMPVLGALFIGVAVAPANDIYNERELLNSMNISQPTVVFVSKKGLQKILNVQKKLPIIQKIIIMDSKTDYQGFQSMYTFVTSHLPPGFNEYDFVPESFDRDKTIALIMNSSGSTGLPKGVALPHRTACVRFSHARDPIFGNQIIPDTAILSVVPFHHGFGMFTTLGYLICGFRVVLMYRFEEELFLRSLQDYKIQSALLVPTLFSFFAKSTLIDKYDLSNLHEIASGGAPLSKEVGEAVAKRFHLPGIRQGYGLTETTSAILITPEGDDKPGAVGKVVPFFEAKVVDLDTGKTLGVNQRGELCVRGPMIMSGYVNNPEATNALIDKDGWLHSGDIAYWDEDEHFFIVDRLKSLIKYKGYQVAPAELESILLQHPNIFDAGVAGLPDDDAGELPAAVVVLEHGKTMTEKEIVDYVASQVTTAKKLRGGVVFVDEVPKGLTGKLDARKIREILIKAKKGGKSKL
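Biochemical qHTS of compounds, final roughly 60 µM downward over six points, against 10 nM purified firefly luciferase using Km concentrations of substrates (10 uM D-luciferin, 10 uM ATP) in Tris acetate pH 7.5 buffer; luminescence output.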
NPC1 prom act = NPC1 promoter activation | Huh7 NPC1 promoter luciferase reporter, 24 h | Potency, µM (titrated, usually from 9.22 µM), for inactives: at the top dose activation, usual class: activators | 320,000 tested, 2.4% active | AID 485313;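 also: potency is read from the fitted curve at half-maximal effect; % of control where 0% means no effect; nearly all actives have a fitted effect of over 60% in size; reporter is driven by a mutant NPC1 promoter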
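In 1536-well qHTS, Huh7 cells harboring an NPC1 promoter–luciferase construct received compound for 24 h; activation was quantified by luminescence following luciferase reagent addition.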
Tb PFK inh = blocks T. brucei phosphofructokinase | O15648 | T. brucei PFK, ADP-Glo luminescence | Potency, µM (top dose mostly 57.5 µM), inactives show top-dose activity, negative = inhibition, usual class: inhibitors | 330,000 tested, 0.17% active | AID 485367;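 also: potency is read from the fitted curve at half-maximal effect; 0% = uninhibited 1x PFK enzyme wells and -100% = no-enzyme wells; nearly all actives have a fitted effect of over 60% in size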
Target sequence (O15648 whole entry, looked up): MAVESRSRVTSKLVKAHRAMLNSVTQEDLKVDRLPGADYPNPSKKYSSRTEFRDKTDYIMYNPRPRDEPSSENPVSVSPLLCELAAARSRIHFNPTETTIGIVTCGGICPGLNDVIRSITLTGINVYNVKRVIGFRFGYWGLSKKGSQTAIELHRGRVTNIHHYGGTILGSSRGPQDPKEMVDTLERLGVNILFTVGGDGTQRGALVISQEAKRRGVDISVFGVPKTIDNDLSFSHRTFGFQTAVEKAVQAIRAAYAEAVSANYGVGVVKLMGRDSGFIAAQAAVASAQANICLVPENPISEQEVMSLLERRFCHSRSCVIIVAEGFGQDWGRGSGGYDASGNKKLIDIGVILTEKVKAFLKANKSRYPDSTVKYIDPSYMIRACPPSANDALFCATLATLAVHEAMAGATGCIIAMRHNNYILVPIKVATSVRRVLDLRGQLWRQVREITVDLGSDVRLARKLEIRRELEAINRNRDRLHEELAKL
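Compounds were pin-transferred as a titration series up to 57 uM into substrate buffer (0.5 mM F6P, 0.1 mM ATP, pH 8.0), then 1.25 nM PFK was added and reactions ran 45 min before ADP-Glo detection.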
ELG1 genotoxic = inducers of genotoxicity in HEK293T ELG1-luciferase cells. Potency, µM (titrated, usually from 46 µM), for the others: at the highest dose activity change, positive = activation, usual class: activators. HEK293T ELG1-luciferase reporter, luminescence, 16 h. AID 504466. 330,000 tested, 1.3% active; also: potency is read from the fitted curve at half-maximal effect; % of control where 0% means no effect; nearly all actives have a fitted effect of over 60% in size
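After overnight (16 hr) compound treatment at 37 °C, ELG1-luciferase HEK293T cells were lysed with ONE-Glo; luminescence quantified 30 min later at room temperature.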
KCNH2 3.1 block = KCNH2 3.1 (human) potassium channel inhibition | U2OS KCNH2 3.1, thallium flux FluxOr; active compounds read low | activity change, % (tested at about 1.8 µM) | 340,000 tested, 0.95% active | AID 720553;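 active = maximum activity change below -70%; inconclusive = maximum activity change from -70% to -50%; inactive = maximum activity change above -50%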;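 also: thallium influx rate constant from kinetic fluorescence after stimulation buffer; % is scaled to controls: 0 for no effect and ±100 for the full control effect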
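We transduce U2OS cells with the mutant 3.1 virus, culture them overnight, load FluxOr with Red40 quencher for 45 min, then add stimulation buffer and read kinetically for 2 min to derive a normalized rate constant.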
FBPA coupling cs = inhibits coupling enzyme system, counter-screen for aldolase hits; coupling enzyme system counterscreen, AmpLite Red fluorescence; 290,000 tested, 0.67% active; activity change, negative = inhibition, % at 58.2 µM, hits read low; in the data active = activity change below about -30%; also: % is scaled to controls: 0 for no effect and ±100 for the full control effect
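Compounds tested against the coupling enzymes alone at 57.5 uM final; readout was AmpLite Red fluorescence (525/598 nm) after 20 min at RT.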
Rab9 prom act = activators of Rab9 promoter; Huh7 Rab9 promoter-luciferase reporter, luminescence, 24 h; Potency, µM (series often up to 9.22 µM), for inactives: at the top dose activation, negative = inhibition, hits mostly activators; 320,000 tested, 2.8% active; AID 485297; also: potency is read from the fitted curve at half-maximal effect; % of control where 0% means no effect; nearly all actives have a fitted effect of over 60% in size
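Promoter activation is measured as luciferase luminescence in Huh7 cells stably transfected with a Rab9 promoter–luciferase construct, following 24 h compound exposure at 37 °C and 10 min reagent incubation at ambient temperature.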
uPA generation = blocks generation of uPA at the cell surface; 330,000 tested, 0.31% active; Potency, µM (titrated, usually from 38.3 µM), without a hit: at the highest dose activity change, negative = inhibition, hits mostly inhibitors; cell surface uPA generation assay, qHTS; active = well fitted inhibition curve with a large enough effect; inconclusive = small, poorly fitted or top-dose-only effect; inactive = no such curve, though single readings can be large or run the other way; tested in mouse RAW 264.7 cells; also: potency is read from the fitted curve at half-maximal effect; % is scaled to controls: 0 for no effect and ±100 for the full control effect; nearly all actives have a fitted effect of over 55% in size
RORg inh = ROR gamma (mouse) transcription inhibition; Potency, µM (series often up to 53.6 µM), for inactives: at the top dose activity change, negative = inhibition, hits mostly inhibitors; P51450; 310,000 tested, 5.4% active; AID 2551; Drosophila S2 Gal4-RORgamma UAS-luciferase reporter, 20 h; also: potency is read from the fitted curve at half-maximal effect; % is scaled to controls: 0 for no effect and ±100 for the full control effect; nearly all actives have a fitted effect of over 60% in size
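Drosophila Schneider cells stably carrying a metallothionein-driven Gal4 DBD–ROR gamma fusion and a UAS-Photinus luciferase reporter were exposed to compound for 1 hr, then induced with copper sulfate (700 uM final) for 20 hr at ambient temperature before luminescence reading.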
The depositor's hits bear a star; u = inconclusive; x = no result given; & = joins results of further samples; [ ] = dose if it differs, or a comment. Unless noted, calls follow the shape of the dose curve; as a rule, active = well fitted curve in the direction sought with a large enough effect; inconclusive = small, poorly fitted or top-dose-only effect, or another doubt; inactive = no such curve, though single readings can be large; an effect the other way counts as inactive or inconclusive.

Molecule | Giardia killer | Gal4-VP16 FLuc | FLuc modulator | NPC1 prom act | Tb PFK inh | ELG1 genotoxic | KCNH2 3.1 block | FBPA coupling cs | Rab9 prom act | uPA generation | RORg inh
Cc1ccc(S(=O)(=O)Nc2cccc(C(=O)NCC3CCCO3)c2)cc1F (stereo unspecified) | -13 | x | 4% | 0% | -9% | -3% | -1 | x | 4% | 6% | x
CCCC(=O)NCCCCNC(=O)CCC | -14 | 2% | 3% | 21% | -5% | -1% | -12 | 3 | 6% | 1% | 3%
O=C(O)/C=C/c1cn(-c2ccccc2)nc1-c1cccs1 | -7 | -1% | 21µM* | 6% | 9% | -2% | 2 | 17 | 1% | u | 2%
Cc1ncccc1C(=O)N1CCCC(CCC(=O)N2CCN(c3ccccn3)CC2)C1 (stereo unspecified) | 9 | -5% | 1% | 1% | 11% | 0% | -5 | 0 | -3% | -2% | -8%
CCn1c(NCc2ccc(OC)cc2)nc2ccccc21 | 4 | 7% | u | 1% | 2% | 11% | 1 | 2 | 7% | -3% | 1%
COc1ccc(N(C)S(=O)(=O)c2cccc(C(=O)NCc3ccc(C)cc3)c2)cc1 | 3 | x | 1% | -1% | 3% | -7% | -3 | x | 0% | 4% | x
c1ccn2c(CNc3ncnc4sccc34)nnc2c1 | -8 | -8% | 4% | -2% | -1% | 0% | -7 | 0 | -1% | 2% | -10%
CC(C#N)(NC(=O)CN1CCN(S(=O)(=O)c2cc(C(F)(F)F)ccc2Cl)CC1)C1CC1 (stereo unspecified) | -9 | x | 0% | 4% | 16% | 3% | -16 | x | 3% | 22% | x
CC(=O)c1ccc2c(c1)CC(C)C(=O)N2C (stereo unspecified) | -14 | -18% | 1% | -4% | 2% | u | -8 | 3 | 1% | -3% | -1%
O=C(Cn1c(COc2ccccc2)nc2ccccc21)Nc1cc(Cl)cc(Cl)c1 | u | u | 4% | 1% | 0% | 12% | 3 | 4 | 0% | -1% | -16%[10 µM]
CCc1c(C)nc(SCC(=O)Nc2ccc(Br)cc2)[nH]c1=O | 16 | 2% | -1% | -2% | 0% | -2% | 14 | 4 | -6% | 12% | 2%
Cc1nc2ccccc2nc1N1CCC(C)CC1 | -4 | 1% | u | x | x | x | -1 | 4 | x | -2% | 36%
O=C(NCc1ccc(C(=O)O)cc1)OCc1ccccc1 | -9 | u | u | -5% | -1% | 5% | 15 | 2 | -2% | -1% | -30%
COc1ccc(CCNC(=O)Cn2c(=O)oc3cc(Cl)ccc32)cc1OC | 7 | 2% | 0% | -1% | 2% | -1% | 10 | 0 | -3% | 5% | 0%
Cc1oc2c(CN3CCCCC3)c(O)ccc2c(=O)c1-c1ccc(Cl)cc1 | 10 | 1% | 4% | 0% | 0% | 2% | 6 | 0 | -2% | 2% | -7%
COc1ccc(N2CCN(C(=O)c3ccc4c(=O)n(CC5CCCO5)c(=O)[nH]c4c3)CC2)cc1 (stereo unspecified) | -2 | -2% | 0% | -2% | 1% | -5% | -1 | -2 | -3% | -1% | 34%
NC(=O)COC(=O)c1ccccc1OCc1ccc(Cl)cc1 | u | 4% | -4% | -3% | -1% | 1% | -15 | -7 | -3% | -7% | 20%
Nc1nonc1-n1nnc(C(=O)N/N=C/c2cc(Br)ccc2O)c1CSC1=NCCS1 | 20 | 4.5µM* | 1% | -15% | 14% | 12% | -10 | -14 | -23% | -8% | 3.2µM*
CS(=O)(=O)N(CCc1ccccc1)CC(=O)N1CCCC1 | 5 | -14% | 0% | -2% | -1% | 0% | 4 | 4 | -4% | 3% | -1%
C/C(=N\NC(=O)Cc1ccc(O)cc1)c1cccnc1 | -26 | -13% | -2% | -1% | 1% | 3% | 8 | 1 | 0% | -7% | -15%
O=C(CN1CCN(c2ccc(F)cc2)CC1)N1CCOCC1 | 10 | 3% | -1% | -3% | 1% | 0% | -3 | 3 | 3% | 0% | -39%
Cc1cc(Cl)c(S(=O)(=O)N2CC(C)OC(C)C2)cc1OCC(N)=O (stereo unspecified) | -7 | x | 4% | 5% | -5% | -4% | -7 | -1 | -5% | 0% | -3%[0.365 µM]
CCOc1ccccc1/C=C(/C#N)C(N)=O | 4 | -17% | 5% | 2% | 4% | 3% | 1 | -6 | -2% | 10% | -25%
CCOc1ccc(-c2c(=O)n(OCC)c3ccccc3[n+]2[O-])cc1 | 4 | -3% | u | -1% | 1% | 3% | -21 | -1 | 3% | -4% | -5%
O=S(=O)(CCc1nc2ccccc2o1)c1ccc2ccccc2c1 | -20 | u | -1% | -3% | 0% | -2% | -3 | -3 | -1% | 3% | -20%
COc1cc(C(=S)N2CCOCC2)ccc1OC(=O)c1cc([N+](=O)[O-])c(C)c([N+](=O)[O-])c1 | 10 | -15% | 1% | -4% | 0% | 0% | -11 | -1 | 0% | 6% | -5%
N=c1n(CC(=O)c2ccc([N+](=O)[O-])cc2)c2ccccc2n1Cc1ccccc1 | -3 | 2% | 0% | -11% | 1% | 18% | -75* | 0 | 2% | 9% | -24%
CCn1c(=O)c2cc(S(=O)(=O)NCCOc3ccccc3)ccc2n(CC)c1=O | 6 | -1% | 0% | 1% | 4% | -4% | 13 | -3 | 0% | 6% | 29%
COc1ccc(NC(=O)c2cc(S(=O)(=O)N3CCS(=O)(=O)CC3)ccc2Cl)cc1 | 8 | 2% | 2% | 1% | 1% | 12% | -8 | 4 | 0% | -4% | 4%
CCOC(=O)C1CCN(C(=O)CCc2c(C)nc3c(-c4ccc(F)cc4)c(C)nn3c2C)CC1 | 2 | 0% | -1% | 6% | 0% | -1% | -12 | -1 | 0% | 5% | 13%
Cc1ccc(C(=O)Nn2c(N)c(S(=O)(=O)c3ccc(C)cc3)c3nc4ccccc4nc32)cc1 | 1 | u | 5% | 0% | 8% | 2% | -11 | 2 | -2% | -4% | 20%
Cc1cc(/C=C2/SC(=O)N(CC(=O)N3CCOCC3)C2=O)c(C)n1-c1ccccc1F | -10 | u | 0.38µM* | 3.5µM* | -10% | u | -23 | -2 | 1.6µM* | -8% | -27%
N#Cc1nc(N2CCCC2)nc(N2CCCC2)n1 | 7&-16 | 15% | -2% | -30%[inhibitor] | 3% | -6% | -4 | 3 | -35%[inhibitor] | -6% | 8%
COCCn1c(N)c(N(Cc2ccccc2)C(=O)CN2C(=O)NC(C)(c3ccccc3)C2=O)c(=O)[nH]c1=O (stereo unspecified) | 5 | -7% | 0% | -3% | 12% | 3% | 1 | x | 7% | 19% | 7%
CCOc1ccccc1N1CCN(CC(=O)NCCc2ccc(S(N)(=O)=O)cc2)CC1 | -13 | 2% | -1% | 1% | 1% | -3% | 5 | 0 | -2% | 4% | 15%
CCOc1ccc(NC(=O)C(C)Sc2nnnn2C)cc1 (stereo unspecified) | 11 | 19% | -7% | 1% | 12% | 13% | 18 | 8 | -1% | 0% | 34%
COc1ccc(C(=O)NNC(=O)CSc2nnc(C)n2CC2CCCO2)cc1 (stereo unspecified) | -5 | -6% | 4% | -1% | -1% | 0% | 27 | 4 | -7% | 2% | -18%
CCN(CC)c1ccc(NC(=O)CSc2nnc3nc(C)cc(C)n23)cc1 | 7 | -3% | -20% | 0% | 0% | 2% | 3 | -1 | 3% | 7% | -4%
COc1ccc(C2(CNC(=O)c3ccc(N)cc3)CCCC2)cc1 | -13 | 1% | 0% | -4% | 2% | 3% | -14 | 0 | 5% | -4% | 22%
CCOC(=O)C1CCCN(CCC(=O)Nc2ccc(F)c(F)c2)C1 (stereo unspecified) | -18 | -4% | -2% | 0% | -6% | -1% | -2 | 1 | 2% | 2% | -1%
CCOc1ccc(CCNC(=O)C(CC)n2nc(C)n3c(cc4sccc43)c2=O)cc1OCC (stereo unspecified) | 2 | 4% | 7% | 0% | 3% | -14% | 13 | 5 | -2% | 7% | 5%
O=C1CC(C(=O)N2CCCc3ccccc32)CN1c1ccc(Cl)cc1 (stereo unspecified) | 0 | 27% | -12% | 0% | -14% | 1% | 9 | 1 | 4% | -7% | 31%
O=C(Nc1nnc(Cc2ccccc2)s1)C1CCN(C(=O)c2ccco2)CC1 | -7 | -14% | -1% | -2% | -2% | -4% | -15 | 3 | 4% | 4% | 27%
O=C(CNS(=O)(=O)c1cccs1)N1CCc2ccccc2C1 | 2 | 1% | u | u | -1% | 15% | 3 | 0 | u | 9% | u
CC1CN(c2nc3ccccn3c(=O)c2/C=C(\C#N)C(=O)N2CCOCC2)CC(C)O1 (stereo unspecified) | 4 | -1% | -1% | 4% | -15% | -1% | 5 | 2 | -3% | -3% | 24%
CC(=O)Nc1ccc(S(=O)(=O)Nc2ccc(Nc3ccccc3)cc2)cc1 | -15 | -2% | 3% | 0% | 1% | -7% | 2 | 0 | -2% | -7% | 10%
Cc1cc(C)c(S(=O)(=O)N2CCCCC2C(=O)O)c(C)c1 (stereo unspecified) | 3 | 6% | -6% | -3% | -1% | -1% | 6 | -12 | -1% | 14% | 0%
CC(On1nnc2ccccc21)C(=O)N1CCN(Cc2ccccc2)CC1 (stereo unspecified) | -12 | -3% | 2% | -1% | -3% | -4% | 13 | 1 | 3% | x | 27%
